S1P4 antagonist – human S1P4 receptor antagonism. actives 0.26% (n = 220,000). S1P4-expressing cells, antagonist mode, reporter read-out. inhibition, % at 4.98 µM. AID 1510; in the data active = inhibition above about 29%;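 also: 0% = wells stimulated with agonist and 100% = vehicle wells without agonist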
S1P4 ag – activates the human S1P4 receptor; O95977; actives 0.35% (n = 220,000); AID 1509; activation, % at 4.98 µM; S1P4-expressing cell line, agonist reporter assay; in the data active = activation above about 11%;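 also: 0% = DMSO vehicle and 100% = reference agonist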
NPY-Y2 PAM-ag – potentiates or activates human NPY-Y2 receptor. P49146. activation, % at 3.6 µM. cells expressing NPY-Y2, potentiator/agonist read-out. actives 0.45% (n = 220,000); in the data active = activation above about 27%;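 also: cells stimulated with NPY near EC25 plus isoproterenol at EC100; 0% = vehicle plus submaximal agonist and 100% = vehicle plus saturating agonist; some results beyond the cut were filed as inactive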
TRPML3 ag – activates the human TRPML3 channel; Q8TDD5; HEK293 TRPML3-YFP, Fluo-8 calcium fluorescence; 100% = the carbachol control signal; activation, % at 3 µM; actives 0.29% (n = 220,000); AID 1448;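 active = activation above its plate's cutoff, the mean activation of the plate's test wells plus 3 SD, cut at about 12% in these data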;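 also: 0% = DMSO only wells and 100% = carbachol wells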
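Material: HEK293 cells stably carrying human TRPML3-YFP; compound dosing: single dose, 3 µM final nominal compound, 0.3% DMSO final; incubation: 1-h 37 °C dye load, 5-s basal, 120-s post-compound reads; technique: Fluo-8 intracellular calcium fluorescence, excitation 470-495 nm, emission 515-575 nm; read-out basis: percent activation from peak-to-basal fluorescence ratio, scaled between DMSO and carbachol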
NPY Y1 blocker – antagonists of human neuropeptide Y receptor Y1. P25929. HEK293-CNG Y1 cells, membrane potential fluorescence; NPY at EC95, then isoproterenol. inhibition, % at 3.6 µM. actives 1% (n = 200,000). AID 1040;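 active = inhibition above the campaign mean inhibition of all tested compounds plus 3 SD, cut at about 20% in these data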;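 also: 0% = DMSO wells given NPY plus isoproterenol and 100% = isoproterenol alone without NPY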
Target sequence (P25929 whole entry, looked up): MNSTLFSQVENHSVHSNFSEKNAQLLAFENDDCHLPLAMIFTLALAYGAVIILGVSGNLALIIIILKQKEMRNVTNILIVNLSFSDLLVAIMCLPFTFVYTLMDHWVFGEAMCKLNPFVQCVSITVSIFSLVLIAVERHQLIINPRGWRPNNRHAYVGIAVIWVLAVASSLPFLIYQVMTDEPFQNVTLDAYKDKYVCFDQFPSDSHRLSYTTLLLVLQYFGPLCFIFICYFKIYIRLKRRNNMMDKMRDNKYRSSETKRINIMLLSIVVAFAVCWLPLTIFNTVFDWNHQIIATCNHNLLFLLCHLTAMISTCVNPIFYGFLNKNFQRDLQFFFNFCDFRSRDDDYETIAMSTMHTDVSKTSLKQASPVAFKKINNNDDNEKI
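Assay system: HEK293 Y1/CNG channel cell line; Doses: single compound dose of 3.6 µM, 0.4% DMSO; Timing: dye 3 h, compound 60 min room temperature, stimulation 45 min; Technique: Membrane-potential fluorescent dye readout; Measure: % inhibition of NPY effect.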
EP2 modulator – modulators of human EP2 prostaglandin E2 receptor | AID 940 | P43116 | EP2-expressing cells, cAMP HTRF FRET, PGE2 co-stimulation | induction, % at 25 µM | actives 0.83% (n = 260,000);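 active = compounds whose cAMP rise, as percent of the full-agonist control response, exceeds 60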;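 also: rat C6 glioma line stably carrying human EP2 under a CMV promoter; the protocol text gives 20 µM as final concentration; 100% = response of wells given 1 µM PGE2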
Target sequence (P43116 whole entry, looked up): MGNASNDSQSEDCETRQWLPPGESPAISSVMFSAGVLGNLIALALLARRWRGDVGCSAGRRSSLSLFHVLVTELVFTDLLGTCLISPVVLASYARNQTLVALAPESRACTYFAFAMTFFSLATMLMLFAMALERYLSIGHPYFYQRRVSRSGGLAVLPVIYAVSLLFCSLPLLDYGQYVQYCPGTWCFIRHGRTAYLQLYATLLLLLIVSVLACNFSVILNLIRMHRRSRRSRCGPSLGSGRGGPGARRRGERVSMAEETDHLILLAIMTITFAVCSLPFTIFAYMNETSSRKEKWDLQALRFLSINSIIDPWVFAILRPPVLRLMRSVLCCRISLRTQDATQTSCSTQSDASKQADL
NPY-Y1 PAM-ag – potentiates or activates human NPY-Y1 receptor; actives 0.37% (n = 220,000); AID 1304; P25929; NPY-Y1 expressing cells, potentiator/agonist activation; activation, % at 3.6 µM; in the data active = activation above about 33%, passing the limit was not always enough;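 also: cells stimulated with NPY at EC10 then isoproterenol at EC100; 0% = low agonist plus stimulus and 100% = saturating agonist plus stimulus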
TRPN1 ag – agonists of zebrafish TRPN1 channel. HEK293 zebrafish TRPN1-YFP, Fluo-8 calcium fluorescence; 100% = response to 87 µM carbachol. activation, % at 3 µM. actives 0.18% (n = 220,000);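 active = activation above its plate's cutoff, the mean activation of test wells on that plate plus 3 SD, cut at about 19% in these data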;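 also: 0% = DMSO alone and 100% = 87 µM carbachol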
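System: zebrafish TRPN1-YFP in HEK293 cells / Dosing: 3 µM single point / Timing: dye loading 1 h at 37 °C, then 30 min room temperature / Signal: Fluo-8 calcium fluorescence, excitation 470-495 nm, emission 515-575 nm / Read-out basis: percent activation from peak over basal fluorescence ratio, control-normalized / Control set: high carbachol 87 µM, low DMSO alone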
CHOP inh – blocks CHOP induction under ER stress; CHO-K1 CHOP-promoter luciferase, tunicamycin-induced, 15-18 h; inhibition, % at 10 µM; actives 3.8% (n = 220,000);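 active = compounds that reduced the stress-induced luciferase reporter signal by more than about 70% of percent inhibition, limit read from the data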;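 also: 0% = tunicamycin plus vehicle and 100% = wells without tunicamycin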
Numbers without * were called inactive; / = no result given.

No.	SMILES	S1P4 antagonist	S1P4 ag	NPY-Y2 PAM-ag	TRPML3 ag	NPY Y1 blocker	EP2 modulator	NPY-Y1 PAM-ag	TRPN1 ag	CHOP inh
1	COCCNC(=O)CSc1nc2ccccc2c(=O)n1CCC(=O)NCCc1ccc(OC)c(OC)c1	-1.2	-3.0	-1.1	-0.3	-6.7	-35.2	6.9	1.6	9.6
2	Cc1nn(C)c(C)c1Nc1ccc(N2C(=O)C3C4C=CC(C4)C3C2=O)cc1[N+](=O)[O-] (configuration not stated)	-10.9	-2.7	-8.5	0.5	3.4	5.7	-10.8	-1.1	-5.9
3	Nc1ccc2oc(CCc3ccccc3)nc2c1	-3.4	1.9	-4.0	0.7	7.0	-16.4	0.5	1.4	18.6
4	CCCC(=O)Nc1nnc(SCC(=O)Nc2ccc3c(c2)OCO3)s1	0.6	1.2	11.0	0.6	1.8	-4.7	-11.2	0.7	3.5
5	O=C(NC12CC3CC(CC(C3)C1)C2)N1CCN(c2ncccn2)CC1	5.4	1.7	0.8	1.0	0.2	-6.4	-1.8	0.4	-7.7
6	S=C(N/N=C/c1ccc(Cl)cc1)N1CCOCC1	-11.7	0.8	3.0	0.9	0.7	10.7	12.0	-0.4	-52.7
7	O=C(NNC(=O)NC1CCCCC1)NC1CCCCC1	-1.3	0.1	9.2	0.9	1.4	-9.2	16.7	1.1	15.9
8	Cc1ccc(-n2c(SCC(=O)Nc3cc(S(=O)(=O)N4CCOCC4)ccc3Cl)nc3ccccc3c2=O)cc1	0.0	1.3	1.5	0.6	-3.1	12.1	9.1	-1.1	-7.9
9	CCn1nnc(-c2ccccc2NC(=O)c2cc(OC)c(OC)c(OC)c2)n1	-2.3	0.1	5.5	1.0	-3.8	38.3	1.4	-0.4	-35.1
10	CCOc1ccc(N(Cc2cc3cc(OC)ccc3[nH]c2=O)C(=O)C2CCCO2)cc1 (configuration not stated)	13.7	0.2	10.2	-0.1	4.0	/	-8.2	1.1	/
11	CCOC(=O)c1cc(-c2ccccc2)sc1NC(=O)c1cc(OC)c(OC)c(OC)c1	-9.4	-1.7	-8.8	1.2	-0.3	19.6	-19.7	1.4	-3.2
12	CCN(CC)S(=O)(=O)c1cc(NS(=O)(=O)c2ccc(Cl)c(C(=O)O)c2)ccc1C	-6.0	-1.1	11.6	-0.8	/	6.3	13.6	-1.0	-1.9
13	CN1c2ccsc2/C(=N/Nc2ccc(F)cc2)CS1(=O)=O	2.7	-1.3	8.7	0.0	-8.8	-142.8	10.1	-0.7	-34.3
14	CCn1c2ccccc2c2cc(C3N=C(N)Nc4nc5ccccc5n43)ccc21 (configuration not stated)	3.6	0.6	-4.3	-0.4	0.0	-28.0	-13.0	-2.5	20.6
15	O=C(/C=N/NC(=O)c1ccccc1Br)c1ccccc1	0.4	-1.0	-1.3	-0.1	12.1	-25.5	12.8	-0.8	8.7
16	CCCc1cc(C(=O)NCCc2ccc(OC)c(OC)c2)no1	1.4	-2.3	4.4	1.2	4.4	1.3	12.5	0.7	-27.4
17	CCCCc1c(O)nc(SCC(=O)O)[nH]c1=O	-11.5	1.6	2.5	-0.9	2.6	31.9	4.8	1.7	8.1
18	CCN(CC)c1ccc(S(=O)(=O)Nc2cc(Cl)ccc2Cl)cc1NC(=S)NC(=O)C1CCCC1	2.9	1.0	26.3	0.3	-1.9	34.1	11.5	0.6	49.8
19	O=C(Nc1ccccc1NC(=O)C1CCCO1)c1ccco1 (configuration not stated)	-10.1	1.4	5.0	0.6	1.6	16.6	3.0	0.6	-2.9
20	O=c1cc(N2CCN(c3ccc(F)cc3)CC2)[nH]c(=O)n1Cc1ccc(F)cc1	-7.0	2.1	2.6	0.2	-0.7	-18.8	8.1	1.1	31.9
21	CC(NC(=O)Nc1ccc(F)cc1)C(c1cccs1)N1CCCC1 (configuration not stated)	-3.1	1.0	-4.8	3.3	-5.2	-7.3	5.7	-0.5	6.1
22	COc1ccc(-c2ccc(=O)n(Cc3ccc([N+](=O)[O-])cc3)n2)cc1	3.1	0.3	-16.6	0.2	3.3	-66.0	-22.7	-1.0	30.1
23	Cc1ccc(CSc2nnc(C)c(=O)[nH]2)cc1	-18.1	-0.6	-19.4	0.9	16.9	11.7	3.2	-0.7	-0.5
24	N/C(=N\OC(=O)c1cccc(F)c1)c1ccccc1	1.3	-1.6	2.7	0.7	0.7	3.0	17.0	1.3	-16.5
25	COc1ccc(-c2nc3ccccc3c(=O)n2CCN2CCOCC2)cc1	2.1	-4.0	-7.6	0.2	-2.8	1.1	12.3	-0.6	16.9
26	CCOc1ccc(NC(=O)c2ccc3c(c2)N(Cc2ccc(F)cc2)C(=O)CS3=O)cc1 (configuration not stated)	-6.2	1.6	0.9	-0.3	1.2	-14.2	-2.5	2.1	16.1
27	O=C(CCNS(=O)(=O)c1cccs1)N1CCc2ccccc2C1	-12.9	1.3	0.0	0.8	3.2	22.4	4.0	-0.6	-23.9
28	COc1ccc(CNC(=O)CCCN2C(=O)c3ccccc3C2=O)cc1	-16.9	0.9	2.2	0.5	0.6	-21.6	2.9	0.0	-0.5
29	CCOC(=O)c1c(CSc2ccccc2)n(C)c2ccc(O)c(CN3CCOCC3)c12	-16.2	1.8	-36.0	0.2	38.5*	7.6	-56.9	-1.2	37.5
30	Cc1ccc(C)c(-n2c(Cc3cc(=O)[nH]c(=O)[nH]3)nnc2SCC(=O)NCc2ccco2)c1	-18.9	0.0	-2.1	0.1	2.5	/	-27.8	-2.0	/
31	OCCOCCn1c2ccccc2c2ccccc21	-6.0	4.0	10.3	0.1	-4.8	12.5	11.9	-0.7	10.6
32	CN(C)c1nc(N)nc(-c2ccco2)n1	-2.4	0.2	2.1	0.2	8.4	8.5	7.6	1.6	12.2
33	N#Cc1ccc(S(=O)(=O)N2CCN(c3ncccn3)CC2)cc1	0.7	0.6	8.4	0.4	/	-10.9	16.0	1.1	3.7
34	Clc1cncc(Cl)c1N/N=C/c1ccccc1	17.6	0.6	-2.8	0.2	/	-32.0	24.9	-0.5	3.0
35	CCCCn1c(SCC(=O)N2c3ccccc3Sc3ccccc32)nc2c1c(=O)n(C)c(=O)n2C	-3.3	0.8	-4.4	1.3	3.0	52.2	-15.1	1.2	26.7
36	COCCOC(=O)C1=C(C)Nc2nc(C)nn2C1c1ccc(F)cc1 (configuration not stated)	-14.8	2.2	1.3	0.5	2.1	8.6	-2.0	0.1	6.2
37	Cc1ccc(C2/C(=C(\O)c3c(C)nc4ccccn34)C(=O)C(=O)N2CCN(C)C)o1 (configuration not stated)	-11.7	0.3	5.5	0.6	/	8.5	-2.7	0.5	4.0
38	COC(=O)c1nn(-c2ccc(F)cc2)ccc1=O	-4.0	-1.8	-23.3	0.1	/	7.0	29.4	-1.9	10.8
39	COC(=O)c1cc(NC(=S)N2CCN(C(=O)C3CCCO3)CC2)cc(C(=O)OC)c1 (configuration not stated)	-30.6	2.1	-6.0	0.5	-2.2	-8.3	10.6	2.4	6.1
40	Cc1ccc(S(=O)(=O)N2CCN(C(=O)CSc3nncs3)CC2)cc1	-2.6	0.7	-0.1	0.3	/	1.4	5.0	-0.7	8.1
41	Cn1c(=O)[nH]c(=O)c2c1nc(N1CCCCCC1)n2CCCSc1nnnn1-c1ccccc1	-7.9	0.5	0.7	-0.3	7.1	21.6	-29.8	0.4	7.3
42	O=C(Oc1ccccc1)c1c(Cl)cccc1P(=O)(O)O	2.2	-2.0	-16.0	-0.4	6.2	21.3	-29.1	-0.9	9.8
43	CCc1ccccc1NNC(=O)CCc1ccccc1	9.9	0.7	-12.5	-0.2	/	-11.8	13.2	-1.1	6.6
44	O=C(OCC(=O)N1CCN(S(=O)(=O)c2ccccc2)CC1)c1ccc([N+](=O)[O-])o1	8.9	-0.5	0.7	1.0	-1.1	-57.0	7.8	1.4	12.7
45	Nc1nc(NCc2ccco2)nc(Nc2ccc(F)cc2)c1[N+](=O)[O-]	-11.2	0.4	0.3	-0.2	/	18.4	25.1	-0.7	2.4
46	O=C(NC(Cc1ccccc1)C(=O)O)/C(=C/c1ccco1)NC(=O)c1cccc(Br)c1 (configuration not stated)	-12.0	-1.8	-12.7	1.2	2.7	28.1	6.9	0.9	25.6
47	Cc1ccc(NC(=O)c2nnn(-c3cccc(C(F)(F)F)c3)c2N)cc1	-2.8	-0.3	-8.1	1.1	-4.5	-3.1	-1.8	-0.4	7.7
48	CCN(CC)C(=O)COC(=O)c1cc(-c2ccco2)nc2ccccc12	-8.3	3.0	-1.1	-0.4	-2.6	-60.9	17.9	-0.8	39.9
49	CC(C)CC(=O)N1CCN(S(=O)(=O)c2ccc(F)cc2)CC1	2.7	1.1	8.3	0.5	-5.2	1.6	20.9	0.8	29.2
50	O=C(Nc1cccnc1)c1ccccc1-c1ccccc1	-3.7	-1.5	-2.3	0.7	6.3	21.4	15.8	0.5	-8.1

The results go on:
No.	SMILES	S1P4 antagonist	S1P4 ag	NPY-Y2 PAM-ag	TRPML3 ag	NPY Y1 blocker	EP2 modulator	NPY-Y1 PAM-ag	TRPN1 ag	CHOP inh
51	CCOC(=O)CSc1nnc(NCC(=O)OC(C)C)c(=O)[nH]1	-20.1	-1.4	13.8	0.4	-11.3	-27.3	26.1	0.5	43.0
52	COc1ccc(N2CCN(C(=O)CCCCn3c(=O)[nH]c4ccsc4c3=O)CC2)cc1	-6.2	-0.2	9.1	0.4	-3.5	2.4	16.2	-0.3	-7.0
53	CC(C)(C)c1ccccc1OCC(=O)Nc1ncn[nH]1	-11.2	2.4	-1.0	-0.1	-1.2	21.7	7.7	0.4	38.1
54	Cc1nnc(Sc2cc(C(=O)NCc3ccco3)c3ccccc3n2)s1	-2.8	-0.1	4.8	0.2	0.3	-1.1	-6.4	0.4	-6.5
55	Cc1cccc(CCNC(=O)C2CCN(S(=O)(=O)c3c(C)nn(C)c3C)CC2)c1	10.6	0.2	6.7	-0.4	-0.1	-13.9	15.2	1.1	7.7
56	CC(=O)Cn1cnc2c(sc3nc(C)cc(C)c32)c1=O	-9.5	1.0	-2.8	0.8	/	2.4	9.9	0.4	-7.5

Shown as labelled records: part of the list above
#3 Nc1ccc2oc(CCc3ccccc3)nc2c1
  S1P4 antagonist = -3.4 | S1P4 ag = 1.9 | NPY-Y2 PAM-ag = -4.0 | TRPML3 ag = 0.7 | NPY Y1 blocker = 7.0 | EP2 modulator = -16.4 | NPY-Y1 PAM-ag = 0.5 | TRPN1 ag = 1.4 | CHOP inh = 18.6
#47 Cc1ccc(NC(=O)c2nnn(-c3cccc(C(F)(F)F)c3)c2N)cc1
  S1P4 antagonist = -2.8 | S1P4 ag = -0.3 | NPY-Y2 PAM-ag = -8.1 | TRPML3 ag = 1.1 | NPY Y1 blocker = -4.5 | EP2 modulator = -3.1 | NPY-Y1 PAM-ag = -1.8 | TRPN1 ag = -0.4 | CHOP inh = 7.7

Screening data from PubChem.
